GSH bead fluor – compound fluoresces at 488/530 nm on GSH beads; GSH beads flow cytometry, compound fluorescence 488/530 nm; active compounds read high; fluorescence (KMESF) at 10 µM; 190,000 compounds, 0.25% hits; AID 1776; in the data active means fluorescence above about 89;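 further: glutathione beads carrying GST-tagged Bcl family fusion proteins plus one bare bead set; values are compound well signal with DMSO vehicle wells as background; inactives centre near 16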
RGS8-Gao – modulates binding of RGS8 to human Galphao | multiplexed bead flow cytometry; actives lie on both sides | 220,000 compounds, 0.34% hits | response (percent of control binding), % at 10 µM | AID 1423 | P09471; in the data active means response below about 60% or above about 140%; inactive means in between;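 further: Galphao activated as the GDP aluminium fluoride complex binding bead-coupled RGS8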
Target sequence (P09471 whole entry, looked up): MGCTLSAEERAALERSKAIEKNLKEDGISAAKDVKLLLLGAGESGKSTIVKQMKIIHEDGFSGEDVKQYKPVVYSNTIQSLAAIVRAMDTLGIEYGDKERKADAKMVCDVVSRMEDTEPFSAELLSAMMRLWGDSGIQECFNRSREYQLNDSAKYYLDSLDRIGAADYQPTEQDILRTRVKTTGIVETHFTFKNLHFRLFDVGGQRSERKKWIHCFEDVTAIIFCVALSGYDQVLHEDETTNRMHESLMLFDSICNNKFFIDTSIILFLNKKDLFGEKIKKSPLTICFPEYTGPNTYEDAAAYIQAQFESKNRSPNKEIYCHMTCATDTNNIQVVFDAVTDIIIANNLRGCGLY
ABCB1 block – inhibitors of human ABCB1 transporter, ABCG2 counter-screen | CCRF-Adr cells, JC-1 efflux, flow cytometry | inhibition, % at 6.6 µM | 190,000 compounds, 0.067% hits | P08183; in the data active means inhibition above about 40%;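 further: 0% = vehicle and 100% = reference inhibitor; higher value means more JC-1 retained so stronger ABCB1 efflux block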
Bim-Bcl-2 – human Bim-Bcl-2 interaction inhibition; Bead-based flow cytometry, Bim peptide-Bcl-2 binding; inhibition, % at 10 µM; 190,000 compounds, 0.06% hits; AID 950; in the data active means inhibition above about 40%; inconclusive means no clear call, values can overlap the other calls;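 further: 0% = no compound wells with probe peptide and 100% = reference peptide inhibitor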
Target sequence (P10415 whole entry, looked up): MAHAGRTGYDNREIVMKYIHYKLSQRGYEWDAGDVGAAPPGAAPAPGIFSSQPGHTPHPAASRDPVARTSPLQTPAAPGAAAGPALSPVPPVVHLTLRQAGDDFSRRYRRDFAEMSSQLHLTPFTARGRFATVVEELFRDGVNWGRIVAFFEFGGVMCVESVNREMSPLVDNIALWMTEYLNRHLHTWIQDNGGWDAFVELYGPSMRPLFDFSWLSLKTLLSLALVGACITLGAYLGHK
Bcl-XL Bim block – disrupts Bim peptide binding to human Bcl-XL; Q07817; inhibition, % at 10 µM; bead flow cytometry, fluorescence; 190,000 compounds, 0.04% hits
Target sequence (Q07817 whole entry, looked up): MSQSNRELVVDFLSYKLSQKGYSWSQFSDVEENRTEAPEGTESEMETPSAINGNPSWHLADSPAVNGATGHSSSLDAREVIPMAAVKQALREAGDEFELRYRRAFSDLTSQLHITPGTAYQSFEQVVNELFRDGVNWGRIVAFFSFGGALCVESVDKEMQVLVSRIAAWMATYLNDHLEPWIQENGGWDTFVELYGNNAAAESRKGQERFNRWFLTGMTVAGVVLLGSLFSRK
ABCG2 inh – inhibitors of human ABCG2 transporter, ABCB1 counter-screen. inhibition, % at 6.6 µM. IgMXP3 cells, JC-1 efflux, flow cytometry. 190,000 compounds, 0.1% hits. AID 1325;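 active means inhibition above 80%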;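 further: 0% = DMSO and 100% = nicardipine control wells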
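Assay system – ABCG2 IgMXP3 and barcoded ABCB1 CCRF-Adr cell mix · Input – 3 million cells/mL in well · Reagent – JC-1 fluorescent substrate · Compound – single test compound dose, 6.6 µM final · Timing – 10 min exposure at 25 °C with rotation, no wash · Detection – flow cytometry of retained JC-1 fluorescence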
Bim-Bfl-1 – inhibitors of Bim-Bfl-1 interaction, human | Bead-based flow cytometry, Bim-Bfl-1 binding inhibition | inhibition, % at 10 µM | 190,000 compounds, 0.12% hits | AID 1008;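 further: 0% = wells without compound plus tracer and 100% = blocker peptide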
RGS7-Gao reg – regulators of human RGS7-Galphao interaction; Multiplexed bead flow cytometry, RGS7-Galphao binding; actives lie on both sides; binding response (% of control), % at 10 µM; 220,000 compounds, 0.35% hits; P09471; in the data active means binding response below about 49% or above about 150%; inconclusive means no clear call, values can overlap the other calls; inactive means in between;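 further: fluorescent Galphao held in activated GDP-AlF4 state binding bead-coupled RGS7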
Bcl-W Bim block – inhibitors of Bim-Bcl-W interaction, human; inhibition, % at 10 µM; 190,000 compounds, 0.02% hits; Q92843; bead-based flow cytometry, Bim peptide-Bcl-W binding;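 further: 0% = bound tracer without compound and 100% = peptide blocker; higher means less fluorescent Bim peptide bound to Bcl-W beads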
Bim-Bcl-B – inhibitors of Bim-Bcl-B interaction, human | 190,000 compounds, 0.073% hits | bead-based flow cytometry, Bim peptide-Bcl-B binding | Q9HD36 | inhibition, % at 10 µM;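 further: 0% = tracer peptide without compound and 100% = reference inhibitor peptide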
Target sequence (Q9HD36 whole entry, looked up): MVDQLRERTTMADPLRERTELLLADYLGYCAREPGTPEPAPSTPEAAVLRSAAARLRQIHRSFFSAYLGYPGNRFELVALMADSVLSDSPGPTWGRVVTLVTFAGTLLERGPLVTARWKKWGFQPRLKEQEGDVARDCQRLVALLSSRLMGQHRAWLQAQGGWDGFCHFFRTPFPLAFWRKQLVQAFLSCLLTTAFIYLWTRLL
RGS4-Gao reg – modulates binding of RGS4 to human Galphao | P09471 | Multiplexed bead flow cytometry; actives lie on both sides | binding response (% of control), % at 10 µM | 220,000 compounds, 0.33% hits; in the data active means binding response below about 49% or above about 150%; inactive means in between;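 further: fluorescent Galphao activated with aluminum fluoride binding bead-coupled RGS4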
Numbers without * were called inactive; ? = inconclusive. Unless noted, no stated cut-off is given here; in the data, active means inhibition above about 40%.

Structure	GSH bead fluor	ABCG2 inh	RGS7-Gao reg	Bim-Bfl-1	ABCB1 block	RGS8-Gao	Bcl-W Bim block	Bim-Bcl-B	Bcl-XL Bim block	RGS4-Gao reg	Bim-Bcl-2
OCCN(Cc1ccccc1)Cc1nc(CC2CC2)no1	14	0	107	-5	0.3	101	0	-3	-2	102	-3
CCC(=O)NCCc1nc2ccccc2n1Cc1ccc(C)cc1	12	1	106	0	0.1	110	0	-2	-3	107	-7
O=C1NC(c2ccccc2)=CC(c2ccccc2)N1 (stereo not drawn)	16	0	?	-4	-0.1	102	-1	-4	-3	102	-3
Cc1cc2ccccc2nc1Br	7	2	98	-1	0.6	103	-3	-8	-6	96	-5
COC(=O)c1ccc(NC(=O)C2CCCN(S(=O)(=O)c3cnc[nH]3)C2)cc1 (stereo not drawn)	13	2	97	-10	0.1	100	1	-4	0	98	-6
O=C(Nc1ccc([N+](=O)[O-])cc1)c1ccccc1F	13	53	100	-4	-0.5	103	0	-6	-5	101	-4
O=C(Cc1ccccc1[N+](=O)[O-])N1CCN(c2ccc(F)cc2)CC1	14	3	93	-4	1.0	99	-1	-4	-1	100	-1
C/C(=N\OC(=O)Nc1ccc(Cl)cc1)c1ncc(C(F)(F)F)cc1N1CCOCC1	39	6	118	1	1.1	93	0	-1	4	101	1
COc1ccc(OC)c(C2C(C#N)=C(N)Oc3cc(C)n(Cc4ccccn4)c(=O)c32)c1 (stereo not drawn)	20	1	98	0	0.2	99	0	0	2	100	0
CCOC(=O)N1CCN(Cc2c(F)cccc2Cl)CC1	5	1	97	-14	0.1	101	-2	-8	-1	98	2
COc1cc(C(=O)O/N=C(\N)c2ccc([N+](=O)[O-])cc2)cc(OC)c1OC	10	22	99	-2	1.6	100	0	-5	-1	98	-8
FC(F)(F)c1cc(Cl)c2nnc(-c3cccnc3)n2c1	10	0	96	-8	0.6	97	1	0	0	99	-2

Grouped by structure, the compounds so far with an aryl methoxy group (2)
Structure	GSH bead fluor	ABCG2 inh	RGS7-Gao reg	Bim-Bfl-1	ABCB1 block	RGS8-Gao	Bcl-W Bim block	Bim-Bcl-B	Bcl-XL Bim block	RGS4-Gao reg	Bim-Bcl-2
COc1ccc(OC)c(C2C(C#N)=C(N)Oc3cc(C)n(Cc4ccccn4)c(=O)c32)c1 (stereo not drawn)	20	1	98	0	0.2	99	0	0	2	100	0
COc1cc(C(=O)O/N=C(\N)c2ccc([N+](=O)[O-])cc2)cc(OC)c1OC	10	22	99	-2	1.6	100	0	-5	-1	98	-8

Carrying on.
Structure	GSH bead fluor	ABCG2 inh	RGS7-Gao reg	Bim-Bfl-1	ABCB1 block	RGS8-Gao	Bcl-W Bim block	Bim-Bcl-B	Bcl-XL Bim block	RGS4-Gao reg	Bim-Bcl-2
CC(C)NS(=O)(=O)c1ccc(CCC(=O)NCc2cccnc2)cc1	10	1	99	-12	0.3	106	0	-5	-2	104	-9
O=C1C(N2CCOCC2)=C(n2nnc3ccccc32)C(=O)c2ccccc21	40	2	97	-14	1.1	99	0	-7	5	98	-8
Cc1cc(C)n(-c2ccc(C(=O)N3CCc4ccccc43)cc2)n1	15	5	117	-10	1.3	98	0	-12	-4	92	-9
CCOC(=O)c1nnn(-c2nonc2N)c1-c1ccccc1	14	2	98	-2	0.4	100	0	-1	-1	97	0
C=CCOC(=O)C1=C(C)N=C2SCCC(=O)N2C1/C=C/c1ccccc1 (stereo not drawn)	19	6	100	-8	1.2	98	-2	-4	-4	98	-6
O=C(NCc1cccnc1)C(=O)NCC(c1ccco1)N1CCN(c2ccc(F)cc2)CC1 (stereo not drawn)	5	6	102	0	2.1	96	-2	-4	-5	98	-3
CCOc1ccc(NC(=O)Cc2cccc3ccccc23)c([N+](=O)[O-])c1	12	-3	99	-2	-1.0	99	-3	-5	-7	99	-6
O=C(Nc1cc(C(F)(F)F)ccc1N1CCOCC1)c1ccc2ccccc2n1	14	4	99	-12	0.6	100	0	-12	-8	99	-11
CC(NC(=O)C12CC3CC(CC(C3)C1)C2)C(=O)N/N=C/C1=C(N2CCOCC2)C(=C\c2ccccc2)/CC1 (stereo not drawn)	19	2	97	0	2.2	94	-4	-3	-5	97	-2
COCCCn1c(=N)c(C(=O)NCC2CCCO2)cc2c(=O)n3cccc(C)c3nc21 (stereo not drawn)	9	-3	102	0	-0.8	107	-5	2	-5	101	3
CSc1nsc(SC)c1NC(=O)N1CCCCC1	25	0	101	0	0.8	100	-1	-3	-4	96	-2
CSc1ccc(/C=N/NC(=O)c2cc(O)cc(O)c2)cc1	15	0	90	-11	-0.5	82	-7	-12	-5	95	-8
COc1ccc2c(CC(=O)Nc3nc(C)cs3)coc2c1	69	15	100	2	2.1	100	-2	0	-2	98	-2
COc1ccc(NC(=O)CN2CCc3ccccc3C2)cc1S(=O)(=O)N1CCOCC1	6	3	92	-2	0.1	100	-5	-11	-10	96	-3
C=C(C)COc1ccc(-c2nc(N)ncc2Oc2ccccc2OCC)c(O)c1	10	3	92	-3	0.8	104	-1	-3	-1	91	0
O=C1c2ccccc2C(Nc2ccc(S(=O)(=O)N3CCCCCC3)cc2)N1Cc1ccco1 (stereo not drawn)	20	2	94	-5	1.6	95	0	-4	-2	95	-4
CC1(C)Cc2c(c(=S)nc(-c3ccccc3)n2CCN2CCOCC2)CO1	19	18	98	0	2.4	96	-3	-9	-1	96	0
COc1ccc(-c2cn3cc(Br)cnc3n2)cc1	9	17	93	-5	0.4	97	2	-2	-3	98	-5
CN(CCC#N)C(=O)COC(=O)c1cc(Cl)cc(Cl)c1N	19	1	100	-7	0.4	100	-3	-6	-3	98	-3
CCOc1ccc(Cc2onc3c2C(=O)CC(C)(C)C3)cc1OCC	14	0	101	-4	0.6	105	-2	-5	-3	103	-1
COc1ccc(C(=O)NNC(=O)c2cc3cccc(OC)c3oc2=O)cc1	13	-1	100	-3	-0.7	102	-2	-4	-5	98	-2
Cc1ccc(S(=O)(=O)N(C)Cc2ccc(-c3nnc4n3CCC4)cc2)cc1	27	7	95	-11	0.8	101	0	-8	-4	101	-9
Cc1ccc(CN2CC(C(=O)Nc3ccc4c(C)cc(=O)oc4c3)CC2=O)cc1 (stereo not drawn)	13	1	95	-1	0.0	96	0	-1	1	95	0
CC(=O)Nc1ccc(OS(=O)(=O)c2c(C)cc(C)cc2C)cc1	20	0	104	-2	0.0	102	0	-2	-3	103	-3
COCCN(CCOC)S(=O)(=O)c1ccc(C(=O)Nc2nnc(C3CC3)o2)cc1	14	1	91	0	0.1	94	-1	-2	-1	91	1
COc1ccc(S(=O)(=O)NC(CC(=O)NCc2ccco2)c2ccco2)cc1 (stereo not drawn)	25	4	101	0	0.5	95	1	-1	-3	98	-1
Cc1ccccc1C(=O)c1cccn1CC(=O)NCCC1=CCCCC1	23	4	104	0	0.1	103	-1	-1	-2	104	0
O=C(Cn1nnc(-c2cccs2)n1)N1CCc2ccccc2C1	51	0	102	-9	0.1	102	0	-5	-1	105	-5
CCOC(=O)N1CCN(CC(=O)Nc2ccc(F)cc2)CC1	9	2	101	-4	0.9	105	2	-2	0	102	0
Cc1ccc(S(=O)(=O)NCC2CCC(C(=O)NCc3ccco3)CC2)cc1 (stereo not drawn)	30	1	95	-15	0.4	102	-4	-10	-15	100	-8
Cc1cc(C)nc(Nc2n[nH]c(COc3ccc(Cl)cc3)n2)n1	11	6	102	-1	0.9	101	-2	0	-2	104	-2
COc1ccccc1N1CCN(CC(O)COc2ccc3c(c2)CCC3)CC1 (stereo not drawn)	28	12	101	-20	3.8	105	-6	-10	-7	104	-11
C=CCn1c(C)cc(C(=O)CSc2nc3ccccc3o2)c1C	29	51	100	-14	0.8	99	0	-11	-7	101	-11
CC(=O)C1=C(O)C(=O)N(c2ccc(C)cc2)C1c1ccc([N+](=O)[O-])cc1 (stereo not drawn)	10	2	?	-4	1.1	100	0	0	-1	100	-3
COc1ccc(Cl)cc1NC(=O)Nc1ccc(Br)cn1	34	22	100	-16	-0.7	100	-3	-12	-10	100	-9
CC(=O)Nc1cc(NC(C)=O)cc(C(=O)OCC(=O)N2CC(C)OC(C)C2)c1 (stereo not drawn)	10	2	103	3	0.6	103	1	0	0	102	2

Single values from the entries so far:
Reading for CCOC(=O)N1CCN(CC(=O)Nc2ccc(F)cc2)CC1 in GSH bead fluor: 9
Reading for COCCN(CCOC)S(=O)(=O)c1ccc(C(=O)Nc2nnc(C3CC3)o2)cc1 in RGS8-Gao: 94

(listing goes on)
Structure	GSH bead fluor	ABCG2 inh	RGS7-Gao reg	Bim-Bfl-1	ABCB1 block	RGS8-Gao	Bcl-W Bim block	Bim-Bcl-B	Bcl-XL Bim block	RGS4-Gao reg	Bim-Bcl-2
Cc1cc(C(=O)OCC(=O)NCc2ccco2)c(C)n1-c1ccc(F)cc1	51	2	102	-9	0.4	101	4	-6	-10	101	-6
O=C(CCC1CCCC1)N1CCC(N2CCCCCC2)CC1	11	13	103	-1	0.7	99	0	-8	-6	107	-5
Cc1ccccc1C(=O)NC(=S)Nc1ccccc1[N+](=O)[O-]	9	7	107	-4	-0.2	103	-1	-7	-4	108	-2
CC(C)c1ccccc1NC(=S)NN(Cc1ccccc1)c1ccccc1	7	4	100	2	0.7	110	-1	-1	0	108	0
CC(=O)NS(=O)(=O)c1ccc(NC(=O)C(Sc2ccccc2)c2ccccc2)cc1 (stereo not drawn)	30	1	98	-18	0.0	101	0	-8	-12	101	-10
Cc1cc(C(=O)COc2cc(F)ccc2[N+](=O)[O-])c(C)n1C1CC1	13	2	95	-8	0.9	102	-1	-6	-3	99	-5
CCOc1cc(S(=O)(=O)N2CCOCC2)ccc1F	34	17	97	-19	0.5	98	-1	-5	-6	100	-6
N/C(=N\N=C\c1ccco1)SC1CC(=O)N(c2ccccc2)C1=O (stereo not drawn)	26	1	93	-5	0.1	99	0	-4	-1	101	-3
COc1cc(O)c2c(c1)OC(C)(C)CC2=O	35	1	88	1	0.4	82	-3	-4	0	81	3
Cn1c(=O)oc2cc(S(=O)(=O)N3CCCC(C(=O)N4CCc5ccccc5C4)C3)ccc21 (stereo not drawn)	26	1	98	-3	0.8	99	-2	-9	-3	97	-6
CCCCN(C(=O)NC(=O)Nc1c(C)cc(C)cc1C)S(C)(=O)=O	49	0	98	-2	0.4	101	3	3	0	98	2
O=C(CSCc1ccc([N+](=O)[O-])cc1)NC1CC1	16	1	99	-14	0.2	99	-3	-8	-6	99	-6
Cn1c(N)c(C(=O)COC(=O)CSc2ccc3ccccc3c2)c(=O)n(C)c1=O	27	5	102	-1	0.3	103	-7	-11	-9	102	-5
CN(C)CCNC(=O)c1cc2c(=O)n(C)c3ccccc3c2n1C	13	1	100	-4	-0.2	102	-3	9	0	97	1
N#CCSc1ccsc1C(=O)Nc1ccc(F)cc1	34	-1	99	-10	-1.2	99	-2	-8	-3	100	1
Cc1c(Cl)cccc1NCC(=O)Nc1ccc(Cl)cc1F	12	18	102	0	0.7	101	-5	-3	-7	101	-5
CCn1c(SC(C)C)nnc1-c1c[nH]c2ccccc12	19	5	107	-9	-0.1	108	-3	-6	-6	105	-8
ONC(=Nc1ccc(Cl)cc1)c1ccccc1Cl	34	4	98	-17	0.5	99	0	-8	-4	99	-7

Screening data as filed in PubChem.
